# PPC-1+TRAIL kill – PPC-1 cancer cell killing with TRAIL present; PPC-1 cells + TRAIL, ATPLite viability luminescence; cell killing (% activity), % at 4 µM; 220,000 tested, 0.41% active; AID 1443;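 active = cell killing above 50% in the first pass at 4 µM, then a duplicate retest at 5 µM averaging 50% or more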;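 note: plate controls were cells with TRAIL plus DMSO for no effect and medium-only wells lacking cells for full effect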
# RBBP9 inhibitor – blocks human serine hydrolase RBBP9; O75884; 220,000 tested, 0.2% active; AID 1515; inhibition, % at 7.94 µM; recombinant RBBP9, FP-Rh probe fluorescence polarization;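 active = inhibition above the campaign mean of all tested compounds plus 3 SD, cut at about 14% in these data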;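 note: plate controls were DMSO wells with RBBP9 for no effect and wells lacking RBBP9 protein for full effect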
# Target sequence (O75884 whole entry, looked up): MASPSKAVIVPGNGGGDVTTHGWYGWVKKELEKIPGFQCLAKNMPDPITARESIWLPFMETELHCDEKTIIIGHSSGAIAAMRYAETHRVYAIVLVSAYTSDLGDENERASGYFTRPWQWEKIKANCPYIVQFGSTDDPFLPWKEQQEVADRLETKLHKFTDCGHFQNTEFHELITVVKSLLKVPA
#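 Material: RBBP9 protein. Amount: RBBP9 at 2.5 µM in dispensed solution, before mixing. Schedule: 30 min then 45 min, 25 °C. Medium: Tris buffer pH 8.0, NaCl, Pluronic. Measured by: fluorescence polarization. Measure: percent inhibition from mP, scaled between DMSO and no-protein wells. Replication: one well per compound.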
# Wee1 stabilizer – human Wee1 degradation inhibition, primary screen. AID 1321. reporter increase, % at 5 µM. HeLa Luc-Wee1K328M stability, luciferase luminescence; 100% = proteasome inhibitor MG132 effect. P30291. 220,000 tested, 1.2% active;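 active = activation above the mean of all tested compounds plus 3 SD, set per screening run, cut at about 8.8% in these data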;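 note: cells exposed to compound for 20 h before luminescence read; 0% = DMSO alone and 100% = MG132 at 30 µM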
# Ba/F3 V617F tox – loss of viability in JAK2V617F-driven Ba/F3 cells; 220,000 tested, 1.1% active; inhibition, % at 5.6 µM; AID 1446; Ba/F3 EpoR-JAK2V617F viability, ATP luminescence;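 active = inhibition above the campaign mean plus 3 SD over all tested compounds, cut at about 24% in these data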;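 note: cytokine-independent growth of Ba/F3 cells driven by EpoR plus mutant JAK2; 0% = DMSO-treated cells and 100% = JAK inhibitor I control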
# TRPML3 agonist – agonists of human TRPML3 channel; HEK293 TRPML3-YFP, Fluo-8 calcium fluorescence; 100% = the carbachol control signal; 220,000 tested, 0.29% active; activation, % at 3 µM; AID 1448; Q8TDD5;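 active = activation above its plate's cutoff, the mean activation of the plate's test wells plus 3 SD, cut at about 12% in these data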;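 note: 0% = DMSO only wells and 100% = carbachol wells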
# Target sequence (Q8TDD5 whole entry, looked up): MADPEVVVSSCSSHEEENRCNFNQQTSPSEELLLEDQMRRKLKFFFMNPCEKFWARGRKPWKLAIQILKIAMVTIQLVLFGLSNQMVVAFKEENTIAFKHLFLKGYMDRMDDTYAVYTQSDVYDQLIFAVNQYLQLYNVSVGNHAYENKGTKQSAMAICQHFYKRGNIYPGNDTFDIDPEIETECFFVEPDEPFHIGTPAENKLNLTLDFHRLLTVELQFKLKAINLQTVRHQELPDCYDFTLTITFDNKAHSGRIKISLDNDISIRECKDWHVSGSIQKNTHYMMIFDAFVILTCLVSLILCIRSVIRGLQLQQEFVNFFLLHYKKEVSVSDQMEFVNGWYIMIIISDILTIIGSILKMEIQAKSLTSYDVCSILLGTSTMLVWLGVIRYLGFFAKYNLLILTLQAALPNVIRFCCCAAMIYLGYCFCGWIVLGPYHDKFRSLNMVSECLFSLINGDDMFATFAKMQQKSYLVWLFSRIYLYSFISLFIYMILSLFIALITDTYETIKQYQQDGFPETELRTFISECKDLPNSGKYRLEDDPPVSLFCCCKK
#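 Material: TRPML3-YFP stable HEK293 cells | Dosing: One concentration, 3 µM nominal, 0.3% DMSO | Timing: 125 s total fluorescence read per well | Technique: Fluo-8 calcium dye fluorescence, ex 470-495, em 515-575 nm | Measure: Percent activation from peak-to-basal fluorescence ratio, scaled between DMSO and carbachol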
# CHOP inhibitor – blocks CHOP induction under ER stress; AID 2732; 220,000 tested, 3.8% active; CHO-K1 CHOP-promoter luciferase, tunicamycin-induced, 15-18 h; inhibition, % at 10 µM;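 active = compounds that reduced the stress-induced luciferase reporter signal by more than about 70% of percent inhibition, limit read from the data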;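 note: 0% = tunicamycin plus vehicle and 100% = wells without tunicamycin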
# BaF3 parental – parental Ba/F3 viability inhibition as JAK2V617F counter-screen | CellTiter-Glo ATP luminescence | inhibition, % at 5.6 µM | 220,000 tested, 1.1% active;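 active = inhibition above a per-campaign cutoff, the mean inhibition of all tested compounds plus 3 SD, cut at about 27% in these data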;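 note: 0% = DMSO wells and 100% = JAK Inhibitor I control wells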
# TNF necrop inh – blocks TNF-alpha induced death of Jurkat FADD-/- cells; Jurkat FADD-/- TNF necroptosis rescue, ATP luminescence, 24 h; 0 = TNF only, 100 = no-TNF cells; activation (protection from cell death), % at 10 µM; AID 463075; 220,000 tested, 0.068% active;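 active = activation, meaning protection from cell death, of at least 50% relative to plate controls; inactive = activation below 50%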;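 note: necroptosis triggered by 40 ng/mL TNF-alpha added together with compound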
# TRPN1 ag – activates the zebrafish TRPN1 channel; HEK293 zebrafish TRPN1-YFP, Fluo-8 calcium fluorescence; 100% = response to 87 µM carbachol; activation, % at 3 µM; 220,000 tested, 0.18% active; AID 1424;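 active = activation above its plate's cutoff, the mean activation of test wells on that plate plus 3 SD, cut at about 19% in these data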;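 note: 0% = DMSO alone and 100% = 87 µM carbachol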
#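 Assay system: Zebrafish TRPN1-YFP in HEK293 cells | Incubation: Dye loading 1 h at 37 °C, then 30 min room temperature | Measured by: Kinetic Fluo-8 fluorescence, ex 470-495, em 515-575 nm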
# Numbers without * were called inactive. The order is random, and some 6.8% of all compounds hit somewhere here.
SMILES,PPC-1+TRAIL kill,RBBP9 inhibitor,Wee1 stabilizer,Ba/F3 V617F tox,TRPML3 agonist,CHOP inhibitor,BaF3 parental,TNF necrop inh,TRPN1 ag
O=c1c2c3c(sc2nc2n1CCC2)CCCC3,9,-1,4,0,0.5,-18,-9,1.1,0.8
CC(C)Sc1nc(O)c(Cc2ccccc2)c(=O)[nH]1,0,1,7,4,1.3,-3,9,0.3,0.9
NS(=O)(=O)c1ccc(NS(=O)(=O)c2ccc(NC(=O)c3ccc(-c4ccccc4)cc3)cc2)cc1,6,-25,0,-1,2.0,3,2,-1.6,4.0
CC(NC(=O)CSC(=S)N(C)C)C12CC3CC(CC(C3)C1)C2 (configuration not stated),-6,-4,-1,-1,0.0,17,3,-2.3,1.1
O=C(CSc1ccc(-c2ccccn2)nn1)Nc1nccs1,3,-1,-1,0,1.3,17,4,1.8,0.1
O=c1[nH]c2ccccc2nc1-c1ccc(Cl)cc1,23,6,1,-1,1.3,-49,-5,1.4,4.1
CC(=O)c1cccc(NC(=O)CCS(=O)(=O)c2cccc3nsnc23)c1,30,8,-2,-5,0.0,-5,6,-0.6,-0.1
COc1ccccc1Nc1ncnc2ccccc12,21,-7,-3,0,-0.1,-10,1,-1.9,0.4
O=C(COC(=O)CC12CC3CC(CC(C3)C1)C2)Nc1ncc(Cl)cc1Cl,12,3,0,2,-0.2,77*,4,0.6,-0.3
CCOC(=O)c1ccc2[nH]cc(C(C)=O)c(=O)c2c1,4,10,-2,-2,0.8,-3,3,-2.7,-0.3
CN(C)c1ccc(N=Nc2ccccc2C(=O)OCC(=O)N(C)c2ccccc2)cc1,33,-1,7,1,0.8,-13,8,2.3,0.7
O=C(CCc1nnc(C2CCCCC2)o1)N1CCN(C2CCCCC2)CC1,4,-12,1,3,-0.1,-6,6,0.1,1.0
C=CCSc1nnc(-c2cc(C(C)(C)C)nn2Cc2ccc(F)cc2)n1C,21,0,-3,-1,-0.6,1,-2,0.0,-2.9
CCOCCCNC(=S)N1CCN(CC)CC1,6,4,-2,-2,1.1,4,1,-0.5,-0.2
Cc1cc(-c2ccccc2)nc(-c2ccccc2)c1C,3,3,1,-6,1.2,23,2,5.8,1.7
Cc1cnc2cc([N+](=O)[O-])ccc2n1,5,0,-1,-1,1.1,41,4,4.2,0.4
COc1ccc(-c2csc(NC(=O)CN3C(=O)CCC3=O)n2)c(OC)c1,2,-8,-1,-3,1.1,-8,3,2.3,0.5
Cn1c(N)c(C(=O)COC(=O)C2CCC(C(C)(C)C)CC2)c(=O)n(C)c1=O (configuration not stated),11,-3,0,-4,1.9,-8,5,-0.3,-0.4
Cc1cc(S(=O)(=O)N2CCCC2)ccc1OCC(=O)NCc1ccco1,17,-3,-3,-1,-0.2,25,-2,0.2,2.2
O=C(c1ccccc1)c1ccc2nc(Nc3ccccc3)c3nncn3c2c1,-5,-6,-2,-3,0.6,63,1,0.2,0.5
O=C(c1ccco1)N1CCN(CCCCOc2ccc(F)cc2)CC1,32,-5,0,-1,1.0,19,5,-0.5,1.2
Cc1ccc(NC(=O)N2CCCC(C(=O)O)C2)cc1 (configuration not stated),20,-4,-1,-2,1.2,11,-5,1.3,1.2
O=C1c2ccccc2C(=O)N1CCc1c[nH]c2ccc(O)cc12,10,-3,-2,-7,0.0,-20,-5,5.7,1.1
CN1CCN(CCCNC(=O)c2ccc(Cn3c(=S)[nH]c4ccc(Br)cc4c3=O)cc2)CC1,-6,-7,2,1,0.9,-7,10,0.3,0.0
Cn1c(SCC(=O)N2CCOCC2)nnc1-c1ccccc1,2,3,-1,-2,0.2,-8,2,-1.4,-0.4
CN1C/C(=N\S(=O)(=O)c2ccccc2)N(C)C1=O,3,8,1,-3,0.9,-18,0,2.8,-1.5
Cc1snc(S(=O)(=O)/C(C#N)=N\Nc2ccccc2)c1C#N,17,1,1,-3,1.3,29,2,0.4,0.1
CCOC(=O)N1CCN(C(=O)CNS(=O)(=O)c2cccs2)CC1,-8,-2,0,-4,0.6,0,0,1.1,0.7
Cc1ccc(CN(CC(=O)NC(C)(C)C)C(=O)CNC(=O)c2cccs2)cc1,8,-6,2,-2,0.0,2,3,0.9,-1.1
CCOC(=O)C1=C(O)C(=O)N(c2ccc(S(N)(=O)=O)cc2)C1c1ccc(Br)cc1 (configuration not stated),15,-4,2,-4,0.4,14,-2,4.7,0.6
Cc1nc(NC(C)C(=O)O)c2nc(C)oc2n1 (configuration not stated),10,3,1,2,0.6,-2,6,0.1,0.7
CCc1ccc(C2C(C(=O)O)c3ccccc3C(=O)N2C)cc1 (configuration not stated),16,-7,4,4,0.4,11,5,-0.3,1.1
CCOc1ccc(-c2cc(CCCC(=O)NCCCOC)no2)cc1,9,4,0,5,0.2,68,7,-1.2,1.5
CC(=O)NC(CC(=O)NC(C)c1ccc(Cl)cc1Cl)c1ccccc1 (configuration not stated),14,-8,1,-1,1.5,22,3,0.3,1.4
CC(C)(C)n1ncc2c(=O)n(Cc3c(F)cccc3Cl)cnc21,-4,0,0,0,0.7,17,4,0.5,2.8
O=C(C1=C[C@H](C2CC2)C[C@H](OCc2ccc(CO)cc2)O1)N1CCN(Cc2ccc3c(c2)OCO3)CC1,-4,2,1,1,0.2,23,-3,1.0,0.1
COc1ccc(/C=C2\CC/C(=C\c3ccc(OC)c(OC)c3)C2=O)cc1OC,39,-5,2,0,0.4,31,1,0.9,3.0
CCCCCC(=O)NNC(=S)NC(=O)c1ccccc1[N+](=O)[O-],12,-4,1,-1,1.0,10,3,-0.2,-0.2
CN1/C(=C\C(=O)c2cccnc2)C(C)(C)c2ccccc21,-4,-1,0,-1,0.4,14,7,1.3,1.7
Clc1ccc(-c2cn3nc4c(nc3n2)CCCC4)cc1,4,10,-2,-2,0.5,53,2,-1.0,-0.4

# Among those listed so far, these contain bromine:
SMILES,PPC-1+TRAIL kill,RBBP9 inhibitor,Wee1 stabilizer,Ba/F3 V617F tox,TRPML3 agonist,CHOP inhibitor,BaF3 parental,TNF necrop inh,TRPN1 ag
CN1CCN(CCCNC(=O)c2ccc(Cn3c(=S)[nH]c4ccc(Br)cc4c3=O)cc2)CC1,-6,-7,2,1,0.9,-7,10,0.3,0.0
CCOC(=O)C1=C(O)C(=O)N(c2ccc(S(N)(=O)=O)cc2)C1c1ccc(Br)cc1 (configuration not stated),15,-4,2,-4,0.4,14,-2,4.7,0.6

# New compounds follow
SMILES,PPC-1+TRAIL kill,RBBP9 inhibitor,Wee1 stabilizer,Ba/F3 V617F tox,TRPML3 agonist,CHOP inhibitor,BaF3 parental,TNF necrop inh,TRPN1 ag
CNS(=O)(=O)c1ccc(NS(=O)(=O)c2ccccc2F)cc1,-6,-2,0,0,0.6,4,-2,0.5,0.3
Cc1cccn2c(=O)c(/C=N/O)c(Nc3ccccc3F)nc12,13,-1,1,-3,0.5,-4,-4,0.7,1.3
CN(C)/C=N/c1sc2c(c1C#N)CCCC2,22,0,2,3,0.7,-3,5,-2.2,-1.0
COC(=O)c1c(C)[nH]c(C(=O)/C=C/c2ccc(C)cc2)c1C,5,-5,6,-5,0.4,7,2,4.2,1.5
Cc1cc(NC(=O)c2ccoc2C)no1,21,-7,0,-3,0.6,-1,3,-2.0,-0.7
COc1ccc(/C=C(\C#N)c2nc3ccc(C)cc3[nH]2)cc1Oc1ccc(C(F)(F)F)cc1[N+](=O)[O-],13,-4,1,-2,0.4,102*,2,-2.3,0.1
O=C(Nc1nc(-c2cccs2)cs1)c1ccco1,26,-2,1,1,-0.1,-5,2,-0.3,-2.5
NS(=O)(=O)c1ccc(Nc2nc(-c3ccc4ccccc4c3)cs2)cc1,15,-7,1,3,1.4,28,6,0.0,3.4
Nc1c(-c2ccccc2)c(CN2CCOCC2)nn1-c1ccc(F)cc1,12,-14,4,3,0.4,19,8,0.7,0.7
O=C(NC(=S)NCc1ccccc1)c1ccccc1,6,2,0,2,-0.2,11,8,-0.5,-0.8
O=C(NNc1ccc(-c2csnn2)cc1)c1ccccc1C(F)(F)F,12,-4,-1,-1,0.9,11,2,-0.2,-0.3
Cc1ccc(OCC(=O)NCCC2=CCCCC2)cc1,22,-6,-1,-2,-0.1,39,3,1.1,-0.6
COc1cccc(CN(C)Cc2nc3cc(C(F)(F)F)ccc3c(=O)[nH]2)c1,-9,-4,-3,3,-0.1,5,-1,-0.8,-0.6
CCOc1ccc(-c2csc(N)c2C(=O)OC)cc1,12,-16,0,5,-0.7,11,5,0.4,-0.2
Cc1c(NC(=O)C2CC(c3c(F)cccc3Cl)=NO2)c(=O)n(-c2ccccc2)n1C (configuration not stated),4,-6,-2,-3,0.1,-3,1,-1.5,-0.1
Cn1nc([N+](=O)[O-])c(C(C#N)c2nc3ccccc3n2C)c(Cl)c1=O (configuration not stated),-2,2,2,2,2.2,3,8,-1.1,1.0
CCN(CC(=O)NC(C)C)Cc1nc2sc3c(c2c(=O)[nH]1)CCC3,-6,-8,-1,2,0.7,-1,6,-0.2,0.7
CNCc1ccccc1Sc1cccc(O)c1,-4,-5,-2,1,0.8,23,4,2.0,0.2
CC(=NCc1ccco1)c1c(O)n(C2CCCCC2)c(=O)[nH]c1=O,24,-1,-1,-1,-0.4,25,6,-0.5,3.0
CCc1c(C)nc2nc(NC(C)=O)[nH]n2c1=O,17,-8,0,-1,0.9,15,7,-0.6,0.4
CCOC(=O)c1cc2cc(OC)ccc2nc1C,-4,-1,2,-4,-0.1,0,1,-0.7,-0.6
COc1ccc(-c2cc(C(=O)Oc3ccc([N+](=O)[O-])cc3)c3ccccc3n2)cc1,39,6,-1,-1,0.1,-67,0,-13,0.1
Cc1ccc(N2CC(C(N)=O)CC2=O)cc1C (configuration not stated),-2,1,3,0,0.7,43,3,-1.6,-0.3
CCN(CC)C(=O)CSc1nc(-c2ccccc2)cc(=O)[nH]1,14,8,2,-1,-0.1,14,3,0.1,-0.3
COc1cccc2cc(C(=O)N(C)C)c(=O)oc12,0,1,4,-2,0.6,11,-1,-0.3,0.2
CCOC(=O)c1sc(S(C)(=O)=O)c2c1CC(C)(C)C/C2=N/O,9,-10,3,0,-1.8,9,2,-2.1,-3.2
Cc1cc(OCC(=O)Nc2cc(-c3nn4c(C)nnc4s3)ccc2C)ccc1Cl,7,-4,0,-3,0.0,95*,-1,-0.7,0.9
COC(=O)c1ccc(CSc2nc3c(c(=O)n2-c2ccc(C)cc2)SCC3)o1,-3,-7,0,1,0.1,-10,9,-3.9,0.1
O=C(c1cccc(S(=O)(=O)N2CCCCC2)c1)N1CCCCC1,9,3,2,0,0.6,5,5,-0.6,-0.1
O=C(CSc1ncn(-c2ccccc2)n1)NCc1ccccc1,26,-2,-3,-4,-0.3,29,-2,0.1,0.0
CCCC(=O)NCCc1ccc(S(N)(=O)=O)cc1,16,1,-1,-2,1.2,-15,10,1.1,-0.6

# Compound activity from PubChem BioAssay.
